M. tuberculosis = growth inhibition of non-replicating M. tuberculosis (AID 488890). Mycobacterium tuberculosis non-replicating, growth inhibition; higher % means a stronger effect. inhibition, % at 25 µM; hits with a dose series show IC50 in µM. 320,000 compounds, 0.39% hits; in the data active = a potency from the dose series; inconclusive = inhibition mostly from about 82% at the one dose, without a potency; inactive = the rest, 99 in 100 with inhibition below about 76%;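 note: plate controls were DMSO cells for no effect and high antibiotic wells for full effect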
VEEV TC-83 Vero = inhibitors of VEEV TC-83 cytopathic effect, confirmation, Vero cells (AID 588727). Vero cells, VEEV TC-83 cytopathic effect inhibition; higher % means a stronger effect. inhibition, % at 20 µM, or IC50 in µM where a hit was titrated. 350,000 compounds, 0.13% hits; in the data active = a potency from the dose series; inconclusive = inhibition mostly from about 14% at the one dose, without a potency; inactive = the rest, 99 in 100 with inhibition below about 12%; note: strong numbers were not always called active
H37Rv inhibition = M. tuberculosis growth inhibition, HTS (AID 449762) | M. tuberculosis H37Rv growth inhibition, 7H9 media; higher % means a stronger effect | inhibition, % at 25 µM; hits with a dose series show IC50 in µM | 330,000 compounds, 0.59% hits; in the data active = a potency from the dose series; inconclusive = inhibition above about 70% without an active follow-up result;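 note: bacterial growth assessed after seven days of incubation; strong numbers were not always called active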
influenza NS1A = NS1A inhibition, H1N1 influenza, cell based functional assay (AID 504329); 340,000 compounds, 0.3% hits; NS1A functional cell-based assay, percent inhibition; higher % means a stronger effect; one-dose inhibition, % at 12.5 µM; IC50 in µM for titrated hits; in the data active = a potency from the dose series; inconclusive = inhibition above about 27% without an active follow-up result; note: strong numbers were not always called active
PhoP GFP inhibition = PhoP regulon inhibitors, Salmonella typhi PhoP promoter GFP reporter, confirmatory (AID 1850). Salmonella Typhi PhoP-promoter GFP reporter, fluorescence, 4 h; higher % means a stronger effect. inhibition, % at 50 µM, or IC50 in µM where a hit was titrated. 310,000 compounds, 0.33% hits; in the data active = a potency from the dose series; inconclusive = inhibition mostly from about 25% at the one dose, without a potency; inactive = the rest, 99 in 100 with inhibition below about 19%;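 note: 0% = induced wells with vehicle and 100% = uninduced wells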
VEEV TC-83 Vero 10K pilot screen = further read-out of VEEV TC-83 Vero, marked with its call; inhibition, %; measured here: 10K pilot screen inhibition
Active calls of the source: *; i = inactive; ? = inconclusive; . = no result given.

SMILES	M. tuberculosis	VEEV TC-83 Vero	H37Rv inhibition	influenza NS1A	PhoP GFP inhibition	others
CC1COC(Cn2c3ccccc3c3ccccc32)O1 (configuration not stated)	5%	i	-2%	-1%	1%
O=C(CCS(=O)(=O)c1ccc(Cl)cc1)Nc1nc(-c2cccnc2)cs1	-8%	3.4%	-3%	-3%	2%
Cc1cc(C)cc(N(C(=O)c2nsc(Cl)c2Cl)C(C(=O)NC2CCCC2)c2ccc(O)cc2)c1 (configuration not stated)	55%	0.5%	-4%	1%	5%
CC1(C)Cc2c(sc(NC(=O)C(C)(C)C)c2C#N)C(C)(C)N1	-14%	0.5%	-3%	-3%	-19%
O=S(=O)(NC1CCCCC1N1CCCCC1)c1ccccc1 (configuration not stated)	-1%	0.3%	4%	-3%	9%
CC(C)NC(=O)N1CCC(n2nccc2NC(=O)CCOc2ccccc2)CC1	-6%	1.2%	-18%	-2%	-9%
N#Cc1c(N)nc2c(c1N)CC(=O)N2c1ccccc1-c1ccccc1	2%	1.4%	4%	-4%	-4%
Cc1nnc(-c2cccc(Br)c2)c2cn(-c3ccc(Br)cc3)nc12	-8%	7.5%	-36%	2%	-11%
O=C1Nc2ccc(Cl)cc2C(C#CC2CC2)(C(F)(F)F)O1 (configuration not stated)	1%	0.7%	9%	7%	3%
CCOC(=O)c1c(C)[nH]c(C2=NNC(=Nc3cccc(Cl)c3)SC2)c1C	6%	.	?	.	-22%
S=C(NCc1ccccc1)N1CCN(C(=S)NCc2ccccc2)CC1	-16%	i	1%	-13%	.
CCn1ccc(C(=O)Nc2ncc(C)s2)n1	-5%	3.5%	2%	-3%	-12%
COc1ccc(CSc2nc3ccccc3[nH]2)cc1	?	i	-3%	2%	-3%
Cc1cc2cc(CN(CC3CCCO3)C(=S)Nc3ccccc3)c(=O)[nH]c2cc1C (configuration not stated)	25%	5.3%	4%	6%	1%
O=C(c1cc(S(=O)(=O)N2CCCCC2)ccc1F)N1CCC2(CC1)OCCO2	25%	0.1%	3%	3%	-6%
Cn1c(NCCCO)nc2c1c(=O)n(Cc1ccccc1F)c(=O)n2C	-9%	0.1%	-17%	-1%	-6%
CN(C)CCCN(C(=O)c1ccc(S(=O)(=O)N2CCCCCC2)cc1)c1nc2ccc(Br)cc2s1	47%	i	11%	26%	-15%
COc1ccccc1N1N=C(C(=O)c2ccccc2)C2C(=O)N(c3ccc(Br)cc3)C(=O)C21 (configuration not stated)	-6%	0.2%	4%	.	0%
CN(C(=O)CSc1nc(-c2ccccc2)c(-c2ccccc2)o1)C1CCS(=O)(=O)C1 (configuration not stated)	7%	0.5%	2%	8%	2%
CCn1c(SCc2ccc(F)cc2)nnc1-c1nn(-c2ccccc2)ccc1=O	41%	0.8%	0%	-3%	-1%
Cc1cc(=O)c2cc(Br)ccc2[nH]1	12%	i	-8%	12%	7%
CC1CCN(S(=O)(=O)c2ccc(C(=O)Nc3nnc(-c4ccco4)o3)cc2)CC1	?	11%	?	-2%	-3%
CCc1c(C)c2c(C)nn(-c3ccccc3)c2oc1=O	16%	2.4%	1%	8%	3%
CCC(C)C(NC(=O)C1CCC(C)CC1)C(=O)NC(C(=O)OC)C(C)C (configuration not stated)	7%	0.1%	-5%	-1%	7%
N=c1c(S(=O)(=O)c2ccc(Cl)cc2)cc2c(=O)n3ccccc3nc2n1C1CCCCC1	15%	3.7%	5%	-6%	-5%
COc1ccc(CCN=C(N)NS(=O)(=O)c2ccccc2)cc1OC	22%	2.1%	-12%	-1%	-6%
COc1ccc(NC(=O)c2c(C(F)(F)F)nn(C)c2Cl)cc1	-6%	1.5%	-3%	.	-1%
CC(C)CN1CCN(Cc2cccc3cccnc23)CC1CCO (configuration not stated)	28%	0.8%	6%	0%	-15%
CC1=C(C#N)C(=O)N(C2CCS(=O)(=O)C2)C(=O)/C1=C\c1ccco1 (configuration not stated)	7%	.	0%	.	2%
O=C(N/C(=C/c1cccc([N+](=O)[O-])c1)C(=O)N1CCCCC1)c1cccs1	-12%	i	2%	-4%	-4%
Nc1nc2c(s1)COc1ccccc1-2	29%	1.0%	?	-3%	9%
COC(=O)C12CCc3c(ccc4cc(OC)ccc34)C1=CC(=O)C2 (configuration not stated)	.	2.7%	.	3%	.
COc1ccccc1N(C)C(=O)c1cc(S(=O)(=O)N2CCc3ccccc32)cn1C	13%	0.3%	-3%	2%	-1%
Cc1cc(C)cc(NC(=O)CSc2nc(=O)n(CCN3CCOCC3)c3c2CCCC3)c1	0%	8.2%	4%	-5%	3%
Cc1ccc(C(=O)c2cc3ccccc3o2)cc1C	80%	5.6%	1%	6%	10%
CCOc1ccc(-c2noc(CCCC(=O)NCC3CCCO3)n2)cc1OC (configuration not stated)	-6%	2.5%	-16%	2%	-3%
Cc1cc(C(=O)OCC(=O)Nc2cc(C(F)(F)F)ccc2N2CCOCC2)c(C)o1	-1%	i	8%	5%	3%
CC(=O)c1ccc(NC(=O)CSc2nnc(NC(=O)C3CC3)s2)cc1	-8%	1.3%	-15%	-25%	-4%
CN(C)S(=O)(=O)c1ccc(Cl)c(NC(=O)CN2CCc3ccccc3C2)c1	-13%	6.1%	2%	0%	2%
Cc1ccc(S(=O)(=O)N2CCCC(C(=O)NCC(C)C)C2)cc1 (configuration not stated)	5%	i	-1%	-4%	-5%
Cc1nnc(SCC2=C(C(=O)O)N3C(=O)C(NC(=O)Cc4ccccc4)C3SC2)s1 (configuration not stated)	9%	2.6%	-19%	-7%	.
S=c1[nH]nc(C2CCCCC2)n1/N=C/c1cccc(Cl)c1Cl	-5%	5.8%	7%	0%	2%
COc1cc(NS(=O)(=O)c2ccc(NC(=O)COc3ccccc3Cl)cc2)nc(OC)n1	37%	.	2%	.	-8%
COC(=O)c1ccc(N=NNc2ccc(C(=O)OC)cc2)cc1	-9%	1.0%	-10%	-9%	-6%	VEEV TC-83 Vero 10K pilot screen=0.4
COc1cc(/C=C2/SC(N)=NC2=O)ccc1Oc1ccc([N+](=O)[O-])cc1[N+](=O)[O-]	40%	0.1%	-1%	-4%	-17%
C=CCn1c(CCc2cc(C(C)(C)C)c(O)c(C(C)(C)C)c2)n[nH]c1=S	-15%	2.3%	1%	-4%	9%
Cc1cc(NC(=O)c2cncc(Br)c2)n(-c2ccccn2)n1	.	8.2%	.	-5%	.
CC12COC3(C(N)=O)CC1CCC32C (configuration not stated)	0%	2.3%	0%	-5%	1%
Nc1nnc(N2CCc3ccccc32)s1	-27%	0.8%	-6%	-3%	4%
CN=C(NC#N)SCC(=O)c1ccc(Cl)cc1Cl	0%	0.7%	-4%	19%	-2%
C#CCNC(=O)C1=C[C@@H](c2ccc(Br)cc2)C[C@@H](OCc2ccc(CO)cc2)O1	23%	0.6%	6%	-4%	-9%
Cc1ccc2nc(/C(C#N)=N/O)[nH]c2c1	25%	0.3%	55%	3%	-10%
CN1OC[C@@H]2CN(Cc3ccccc3)[C@H](c3cccc(-c4ccc(C#N)cc4)c3)C[C@@H]21	.	i	.	3%	.
CC(C)(C)OC(=O)N1CCC(c2cc(=O)n3[nH]c(-c4ccc(Cl)cc4)cc3n2)CC1	.	8.1%	2%	4%	.
O=C(C1CC1)N1CCN=C1SCc1cccc(F)c1	31%	2.5%	-1%	9%	8%
COc1cc(/C=C(\C#N)c2nc3ccccc3s2)ccc1OCC(=O)Nc1ccccc1	29%	0.5%	1%	-4%	-26%
CCOc1ccccc1NC(=O)CN(c1ccc(OC)cc1)S(=O)(=O)c1c(C)[nH]c(=O)[nH]c1=O	8%	0.1%	1%	4%	0%
O=C1N=C(N2CCOCC2)S/C1=C\c1ccccc1OS(=O)(=O)c1ccccc1	1%	i	3%	-16%	-4%
C=C(C)c1cccc(C(C)(C)NC(=O)NCc2ccc(OC)cc2)c1	-8%	1.3%	5%	8%	-7%
Cc1ccc(Nc2c([N+](=O)[O-])ccc3c2=NC2(CCCCC2)N=3)cc1	72%	1.8%	?	17µM*	1%

The list continues:
SMILES	M. tuberculosis	VEEV TC-83 Vero	H37Rv inhibition	influenza NS1A	PhoP GFP inhibition	others
O=c1cc(N2CCCCC2)[nH]c(=O)n1C1CCCCC1	12%	0.2%	-4%	10%	-2%	VEEV TC-83 Vero 10K pilot screen=1.1
CC1C(=O)N2CCCc3cc(S(=O)(=O)N4CCN(c5ccccc5F)CC4)cc1c32 (configuration not stated)	27%	1.0%	-4%	2%	-4%
COc1ccc(OC)c(Nc2nc(-c3c(C)nc4ncccn34)cs2)c1	25%	8.7%	6%	6%	-6%
O=C(COc1ccc(Cl)cc1Cl)NCC1(N2CCOCC2)CCCCC1	10%	6.1%	0%	-15%	.
CC(=O)c1ccc(S(=O)(=O)NCCC(=O)N2CCN(c3ccccn3)CC2)cc1	30%	1.1%	4%	-18%	.
COC1c2ccccc2C(=O)N1CCc1ccc(Cl)cc1 (configuration not stated)	65%	0.2%	18%	-4%	-10%
COc1cccc(C(=O)C2CCCN(C(=O)c3ccc(C#CC(C)(C)O)cc3)C2)c1 (configuration not stated)	13%	0.1%	8%	3%	-4%
O=C(O)CC1S/C(=N/N=C/c2ccc(-c3ccc(Cl)c([N+](=O)[O-])c3)o2)NC1=O (configuration not stated)	-13%	1.2%	-8%	2%	8%
CC(=O)c1cc(C(C)=O)c(C)nc1C	-6%	1.6%	1%	-12%	6%
CCN(CC)C(=O)Oc1ccc(NC(C)=O)cc1	7%	i	-9%	1%	-10%
O=C(Cn1cnc2c(nnn2Cc2ccc(F)cc2)c1=O)NCc1ccco1	-4%	i	3%	6%	4%
Cc1ccc(-n2ncc3c(N4CCN(c5ccc(F)cc5)CC4)ncnc32)c(C)c1	9%	0.0%	-2%	8%	-8%
CC1(CCc2ccccc2)NC(=O)N(CC(=O)O)C1=O (configuration not stated)	-9%	0.1%	3%	-6%	2%
Cc1c(NC(=O)c2cccs2)cccc1C(=O)O	4%	4.9%	3%	-5%	-4%
Cc1ccc(C)c(NC(=O)CN(C)C(=O)c2sccc2C)c1	-7%	i	5%	10%	2%
Cc1cc(C)cc(NC(=O)C(=O)NCCc2c[nH]c3ccccc23)c1	21%	1.6%	0%	7%	7%	VEEV TC-83 Vero 10K pilot screen=1.6
COc1cccc2c(=O)c(C(=O)O)c[nH]c12	16%	1.1%	-2%	-19%	29%
O=C(Cn1c2ccccc2c(=O)c2ccccc21)N/N=C/c1ccc(N2CCCC2)c([N+](=O)[O-])c1	8%	5.8%	-2%	4%	-4%
COC(C/C=C\[C@H](O)[C@@H](C)OCc1ccccc1)OC	-4%	0.2%	-2%	-17%	-8%
CCOC(=O)C(C)Oc1c(C(=O)OC)sc2ncccc12 (configuration not stated)	-6%	2.3%	-5%	-12%	16%
Cc1ccc(CNC(C)(C)CO)cc1	-23%	0.4%	3%	-5%	9%
Cc1ccc(NC(=O)CCCc2nc3ccccc3s2)c(O)c1	48%	1.0%	2%	-1%	5%
COc1cccc(NCc2cc(=O)oc3cc(C)c(O)cc23)c1	8%	i	4%	-17%	1%
C/C(=C\[C@@H](NP(=O)(c1ccccc1)c1ccccc1)c1ccccc1)CO[Si](c1ccccc1)(c1ccccc1)C(C)(C)C	22%	22%	3%	-2%	-6%
CCN(CC)CCn1c2c(c(SCC(=O)Nc3ccc(C(C)C)cc3)nc1=O)CCCC2	6%	i	-10%	14%	12%
COc1ccc(NC(=O)c2ccccc2OCc2ccc(F)cc2)c(OC)c1	?	4.4%	?	6%	-4%
COC(=O)c1ccccc1NC(=O)C1=CC(c2cccs2)=NS(=O)(=O)N1C	-6%	9.1%	-9%	5%	-1%

Arranged by heavy-atom count (lowest first): some entries from above.
SMILES	M. tuberculosis	VEEV TC-83 Vero	H37Rv inhibition	influenza NS1A	PhoP GFP inhibition	others
COc1cccc2c(=O)c(C(=O)O)c[nH]c12	16%	1.1%	-2%	-19%	29%
Cc1ccc(C)c(NC(=O)CN(C)C(=O)c2sccc2C)c1	-7%	i	5%	10%	2%
Cc1cc(C)cc(NC(=O)C(=O)NCCc2c[nH]c3ccccc23)c1	21%	1.6%	0%	7%	7%	VEEV TC-83 Vero 10K pilot screen=1.6
CCN(CC)CCn1c2c(c(SCC(=O)Nc3ccc(C(C)C)cc3)nc1=O)CCCC2	6%	i	-10%	14%	12%
O=C(Cn1c2ccccc2c(=O)c2ccccc21)N/N=C/c1ccc(N2CCCC2)c([N+](=O)[O-])c1	8%	5.8%	-2%	4%	-4%

Source: PubChem BioAssay (Southern Research Specialized Biocontainment Screening Center)
